iPSC survival up – enhancers of human iPSC single-cell survival; hiPSC single-cell survival, ATPlite luminescence; 100% = ROCK inhibitor wells, 0% = DMSO; survival enhancement, % at 20 µM; 0.044% of 360,000 active; in the data active = survival enhancement above about 18%;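 also: cells exposed to compounds for 16 hours before the ATP read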
NR2E3 ag-1 – human photoreceptor-specific nuclear receptor agonism; inhibition of corepressor binding, % at 3.98 µM; CHO-S Gal4-NCOR/VP16-NR2E3 two-hybrid, luciferase; 0.35% of 360,000 active; AID 602229; Q9Y5X4;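 active = inhibition above the mean of all tested compounds plus 3 SD, cut at about 70% in these data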;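 also: 0% = DMSO with NR2E3 transfected cells and 100% = cells lacking NR2E3 construct; higher means lower luciferase signal from less NR2E3 corepressor binding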
HIF-2a inh – blocks HIF-2a reporter activity. 786-0 RCC cells HIF-2a reporter, luciferase luminescence, overnight. inhibition, % at 18.8 µM. 0.72% of 360,000 active;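 active = inhibition of the luminescence signal of 40% or more relative to plate controls, in a single-dose primary screen at 18.75 µM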
NR2E3 ag-2 – agonists of human nuclear receptor NR2E3; 0.12% of 320,000 active; GST-NR2E3/biotin-RetCOR TR-FRET, 1536-well; AID 2300; inhibition of corepressor binding, % at 4.78 µM;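 active = percent inhibition above the cutoff of mean plus 3 SD of all tested compounds, set per screening campaign, cut at about 20% in these data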;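 also: 0% = DMSO wells and 100% = biotin wells as full block of FRET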
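System: GST-NR2E3 and biotin-RetCOR proteins; probe or stimulus: 7 nM biotin-RetCOR; doses: compound at 4.8 µM, single dose; schedule: Compound–protein incubation for 5 h at 4 °C; detection: time-resolved FRET; read-out: percent inhibition; controls: biotin wells as high control, 0.6% DMSO wells as low control; format: 1536-well plates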
MITF TRPM1 inh – inhibitors of MITF-driven TRPM1 promoter in melanoma cells; inhibition, % at 12.5 µM; 0.83% of 330,000 active; AID 488899; SK-MEL-5 TRPM1 promoter luciferase, 24 h;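 active = mean inhibition across replicates of 60% or more, whatever share of single replicates reaches that level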; also: values of inactives mirror those of a sister screen read the other way
CaV13 ICDI inh – Primary screen for inhibitors of IQ motif and Ca2+-dependent inactivation inhibitor domain binding in CACNA1D, Förster resonance energy transfer in living cells, …; inhibition, % at 12.3 µM; 0.098% of 340,000 active; AID 743397; HEK cells, CFP/YFP FRET ICDI-IQ, plate reader, 10 min; percent FRET-ratio fall versus neutral wells;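 active = mean replicate inhibition of at least 30% and at least 1% of replicates passing that level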;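 also: 0% = median of the neutral control wells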
Peg3 promoter – reduces Peg3 promoter-driven luciferase expression in HeLa; HeLa PEG-Prom luciferase reporter, luminescence, overnight; inhibition, % at 20 µM; 1.7% of 360,000 active; AID 588405;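 active = inhibition of at least 50% at 20 µM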
Cardio protect – modulators protecting cardiomyocytes from myocardial damage; H9c2 cardiomyocytes, H2O2 injury protection, ATPLite, 2 h; protection from H2O2 cell death, % at 20 µM; 0.63% of 360,000 active;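 active = compounds giving at least 50% protection of heart cells from peroxide-induced death in the single-dose screen, raw or plate-pattern-corrected value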;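 also: 0% = DMSO wells with peroxide and 100% = DMSO wells without peroxide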
m5-HT2A agonist – agonists of mouse serotonin 5-HT2A receptor (HTR2A). CHO-K1 mHTR2A beta-arrestin complementation, luminescence; percent of 30 µM serotonin response. activation, % at 7.6 µM. 0.66% of 360,000 active. AID 624169;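 active = activation above a run cutoff, the mean activation of all tested compounds plus 3 SD, cut at about 14% in these data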;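 also: 0% = plate median of compound wells and 100% = 30 µM serotonin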
Target sequence (P35363 whole entry, looked up): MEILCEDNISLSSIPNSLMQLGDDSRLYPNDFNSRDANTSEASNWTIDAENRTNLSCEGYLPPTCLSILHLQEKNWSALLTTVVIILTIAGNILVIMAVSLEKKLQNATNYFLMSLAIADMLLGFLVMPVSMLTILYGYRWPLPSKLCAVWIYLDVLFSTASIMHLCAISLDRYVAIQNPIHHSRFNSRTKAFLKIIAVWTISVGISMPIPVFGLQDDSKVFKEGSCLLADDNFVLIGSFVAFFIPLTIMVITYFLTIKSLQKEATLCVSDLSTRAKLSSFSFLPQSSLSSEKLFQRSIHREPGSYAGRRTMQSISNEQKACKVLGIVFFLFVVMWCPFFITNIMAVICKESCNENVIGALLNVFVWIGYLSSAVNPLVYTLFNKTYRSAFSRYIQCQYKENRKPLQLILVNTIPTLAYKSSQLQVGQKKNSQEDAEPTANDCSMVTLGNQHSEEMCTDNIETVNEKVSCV
Shn3 3UTR inh – Schnurri-3 reporter inhibition in Clone20 osteoblasts; AID 588674; inhibition, % at 12.5 µM; 0.52% of 360,000 active; Clone20 osteoblast Shn3 3'UTR firefly luciferase, 24 h;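 active = mean inhibition of at least 75% with every replicate also reaching 75%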;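 also: 0% = median of neutral control wells and 100% = pilot-screen positive control compound; some compounds past the cut are filed as inactive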
PDI turbidity – PDI (human) enzyme inhibition. P07237. PDI insulin aggregation turbidity, A650, 90 min. inhibition, % at 10 µM. 0.052% of 350,000 active;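 active = mean inhibition across replicates of 30% or more, whatever share of single replicates reach that level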;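 also: absorbance from insulin aggregation driven by PDI reduction with DTT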
Target sequence (P07237 whole entry, looked up): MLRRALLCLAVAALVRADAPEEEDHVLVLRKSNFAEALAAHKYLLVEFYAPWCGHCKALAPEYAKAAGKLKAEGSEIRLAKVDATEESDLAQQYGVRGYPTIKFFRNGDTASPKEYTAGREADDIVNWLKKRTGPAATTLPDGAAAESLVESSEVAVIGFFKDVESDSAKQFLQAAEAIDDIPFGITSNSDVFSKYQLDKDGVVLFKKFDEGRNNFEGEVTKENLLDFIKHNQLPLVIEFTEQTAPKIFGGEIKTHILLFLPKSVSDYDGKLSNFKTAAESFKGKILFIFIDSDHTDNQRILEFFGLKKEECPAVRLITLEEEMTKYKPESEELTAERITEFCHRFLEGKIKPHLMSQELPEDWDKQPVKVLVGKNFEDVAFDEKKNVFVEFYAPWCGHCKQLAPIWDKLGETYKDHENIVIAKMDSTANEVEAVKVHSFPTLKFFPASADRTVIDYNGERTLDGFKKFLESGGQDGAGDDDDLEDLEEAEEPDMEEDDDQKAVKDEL
* = called active by the depositor; / = not tested or not shown.

SMILES | iPSC survival up | NR2E3 ag-1 | HIF-2a inh | NR2E3 ag-2 | MITF TRPM1 inh | CaV13 ICDI inh | Peg3 promoter | Cardio protect | m5-HT2A agonist | Shn3 3UTR inh | PDI turbidity
O=[N+]([O-])c1ccc2cn(-c3ccccc3)nc2c1 | 1.3 | -143 | -249 | 1 | -51 | -3 | -320 | -4 | -3 | -98 | -4
COc1ccc(Cn2nnnc2C(c2ccncc2)N2CCOCC2)cc1 (stereo not drawn) | -0.9 | 5 | 4 | 0 | 14 | / | 0 | -5 | -1 | -1 | -6
COc1ccc(-c2cc(C(F)(F)F)n3nc(C(=O)NCc4ccco4)c(Cl)c3n2)cc1 | -2.0 | -9 | 10 | -3 | 18 | -3 | -3 | 1 | 3 | 44 | -9
COc1ccc(-c2noc(CSc3nnc(Cc4ccccc4)n3-c3cccc(C)c3)n2)cc1OC | 0.5 | -13 | 19 | 0 | 14 | -8 | 26 | -3 | -2 | 35 | 4
Cc1ccccc1Nc1nc(N)nc(CN2C(=O)NC3(CCCCC3C)C2=O)n1 (stereo not drawn) | -1.7 | -16 | -1 | 0 | 10 | -5 | 11 | -1 | 0 | -10 | -3
COc1ccc(Cl)cc1CNCCCSc1ncccn1 | -0.5 | -19 | 17 | / | 3 | -3 | 3 | -2 | 9 | 19 | 1
Nc1ccc(S(=O)(=O)NC(=O)c2ccccc2)cc1 | 0.8 | -18 | 5 | -1 | 3 | / | 18 | 7 | 3 | 5 | 3
CC(=O)Nc1cccc(OCCCNC(=O)c2cccc3ccccc23)c1 | 1.1 | -20 | -69 | -3 | -10 | -4 | -21 | 6 | -2 | 4 | 1
COc1ccc(C2CC(=O)C(C=NCCN3CCN(C(C)=O)CC3)=C(O)C2)cc1 (stereo not drawn) | 1.5 | -6 | -3 | 0 | -9 | / | 10 | 6 | -3 | 10 | -3
CCOc1ccccc1N(CC(=O)NCC1CCCO1)C(=O)CCC(=O)Nc1ccccn1 (stereo not drawn) | -3.1 | -24 | 25 | / | 57 | / | 16 | 3 | 3 | 3 | -1
C/C(=N\NC(=O)c1nnn(-c2nonc2N)c1CN1CCOCC1)c1ccc(CC(C)C)cc1 | 0.9 | -35 | 5 | 0 | -17 | -3 | -18 | 2 | -7 | 15 | 13
CCN(CC)c1ccc(NC(=O)c2ccc(Br)o2)c(C)c1 | 13 | -20 | -102 | -7 | -47 | -8 | -75 | 4 | -3 | -4 | 10
CCCCn1c(N)c(N(CC)C(=O)c2c(C)noc2C)c(=O)[nH]c1=O | -3.0 | -13 | 0 | / | 3 | -8 | 3 | 2 | 4 | 4 | 3
CC1=C(C(N)=O)C(c2ccncc2)n2nc(-c3ccccc3Cl)nc2N1 (stereo not drawn) | -1.3 | -8 | -1 | -3 | 3 | -3 | -1 | 15 | 0 | -7 | /
O=C(Nc1cccc(S(=O)(=O)NC2=NCCC2)c1)c1ccc(F)cc1F | -0.2 | -36 | 13 | / | -5 | -17 | -3 | -2 | 1 | 9 | 9
CCOC(=O)c1cc(C#N)c(SCc2cccc3ccccc23)nc1C | 1.3 | -13 | 5 | 3 | -3 | / | 6 | -15 | 1 | 25 | -10
CC(C)(C)c1ccc(OCC(=O)N/N=C/C2CC=CCC2)cc1 (stereo not drawn) | -0.6 | -32 | 10 | 1 | 6 | -2 | 3 | -14 | 1 | 9 | -5
O=C(NCc1ccco1)C1CCN(C(=O)c2ccc(Cl)cc2Cl)CC1 | -0.2 | 13 | 7 | 0 | 4 | -2 | 9 | -4 | 3 | 5 | 3
OC(CCc1ccncc1)COc1ccccc1 (stereo not drawn) | 2.4 | -8 | 15 | 1 | 0 | -10 | 19 | 2 | -6 | 26 | 0
CCc1ccc(-c2cc(C)no2)cc1S(=O)(=O)N1CCN(c2ccccn2)CC1 | 0.2 | 6 | 13 | -1 | 1 | -3 | 9 | 9 | -4 | 13 | -7
CCCc1noc2c1C(c1cc(Br)ccc1F)C(C#N)=C(N)N2 (stereo not drawn) | -0.5 | -20 | 32 | 2 | -2 | 0 | 25 | 5 | 5 | -10 | 10
O=C(c1cccc(F)c1)N1CCN(c2cccc(C(F)(F)F)c2)CC1 | 1.3 | 3 | 3 | -2 | 7 | / | 4 | -13 | -7 | 4 | -2
CCN(C(=O)CSc1nncn1-c1ccccc1)c1c(N)n(Cc2ccccc2)c(=O)[nH]c1=O | 0.0 | -21 | 8 | -2 | 6 | -5 | 0 | 8 | 3 | -20 | 1
COC(=O)[C@H](CCSC)NC(=O)Nc1cc(C)ccc1C | 8.1 | 7 | 20 | 4 | 1 | -7 | 18 | 5 | 6 | -3 | 3
Nc1cc(Cl)ccc1C(=O)OCC(=O)N1CCCC1 | 0.3 | -45 | -115 | 4 | -46 | -8 | -88 | -1 | 0 | -26 | -3

Additional structures follow:
SMILES | iPSC survival up | NR2E3 ag-1 | HIF-2a inh | NR2E3 ag-2 | MITF TRPM1 inh | CaV13 ICDI inh | Peg3 promoter | Cardio protect | m5-HT2A agonist | Shn3 3UTR inh | PDI turbidity
CCOC(=O)c1cc(-c2csc(N/N=C/c3ccccc3Cl)n2)on1 | 1.1 | 3 | 3 | -3 | 2 | -5 | 0 | -1 | -2 | 70 | -2
COCCN1CN=C(NS(=O)(=O)c2ccc(C)cc2)NC1 | -0.1 | -7 | 10 | 2 | 12 | -3 | -8 | 0 | -2 | 0 | 1
CCOc1ccc(CNC(=O)CCS(=O)(=O)c2ccc3c(c2)oc(=O)n3C)cc1 | -0.5 | 5 | 2 | -2 | 0 | -3 | 10 | 1 | 5 | -1 | 1
COc1ccc(NC(=O)C2CCN(S(=O)(=O)c3cccc4cccnc34)CC2)cc1 | 4.2 | -6 | 12 | 1 | -9 | 0 | 0 | 4 | -5 | 22 | -2
Cc1ccccc1Cn1cc(C)c(=O)[nH]c1=O | 0.2 | 26 | 18 | -1 | 7 | -4 | -1 | 6 | 1 | -10 | -1
Cc1cccc(N2CCN(C(=O)Cn3cnc4c3c(=O)n(C)c(=O)n4C)CC2)c1C | -4.6 | -2 | 9 | 1 | 14 | -6 | 13 | 17 | 0 | 7 | 0
O=C1C(=O)N(Cc2cccnc2)C(c2cccc([N+](=O)[O-])c2)/C1=C(\O)c1ccc2c(c1)OCCO2 (stereo not drawn) | 0.1 | -2 | 13 | -2 | 7 | -3 | 1 | -1 | 6 | 3 | -10
C[C@]12C=CC(=O)C=C1CC[C@@H]1[C@@H]2[C@@H](O)C[C@@]2(C)[C@H]1CC[C@]2(O)C(=O)CO | 2.0 | 10 | 24 | 1 | -17 | -4 | 7 | -6 | 6 | 5 | -4
O=C(Cc1ccccc1)c1nnc(-c2ccccc2)o1 | -2.0 | 0 | 5 | 2 | -5 | -2 | -15 | -2 | 6 | 16 | -2
O=c1nc2ccccc2c(NS(=O)(=O)c2ccccc2)n1-c1ccccc1 | 2.2 | -26 | -117 | 3 | 6 | -5 | -2 | 16 | -3 | 10 | 8
O=C1[C@@H]2C(Cc3ccc(O)cc3)NC3(C(=O)Nc4ccc(F)cc43)[C@@H]2C(=O)N1c1ccc(F)cc1 (stereo partly drawn) | 0.4 | 6 | 11 | -1 | 7 | -4 | 13 | 11 | -5 | -3 | 27
CS(=O)(=O)N1CCN(c2ccc([N+](=O)[O-])cc2C(F)(F)F)CC1 | -0.3 | 2 | 20 | 1 | -1 | -4 | 4 | -11 | -3 | -33 | -4
Cc1ccc(NC(=O)c2cc(NC(=O)CCC(=O)O)ccc2N2CCCCC2)cc1 | 2.5 | 1 | 6 | 4 | 2 | -10 | 5 | 7 | 3 | -7 | 2
Cc1c(OCC(=O)NCC(O)c2ccccc2)ccc2c3c(c(=O)oc12)CCC3 (stereo not drawn) | -0.5 | 6 | -16 | 1 | -12 | -6 | -8 | 2 | -3 | 5 | -2
CC1(C)Cc2cccc(OCC(=O)N3CCN(c4ccccc4Cl)CC3)c2O1 | 1.0 | 20 | 20 | -3 | 11 | -7 | 24 | -3 | -7 | 28 | -12
N=c1ccn2c(n1)O[C@H]1[C@@H](CO)[C@H](O)O[C@H]12 | -0.7 | 15 | -5 | -1 | 12 | -5 | 31 | 5 | -1 | 72 | -2
COCCN1CCn2c(nc3cc(NC(C)=O)ccc32)C1 | -0.5 | -10 | 16 | -1 | -3 | -2 | 14 | 2 | 0 | -10 | 6
CC1=C(C(=O)Nc2ccc(Cl)cc2)C(c2ccncc2)C(C#N)=C(SCC(N)=O)N1 (stereo not drawn) | -2.8 | -7 | 12 | -2 | 13 | -8 | 18 | -8 | -3 | 0 | 5
COc1ccccc1/C=C/C=C1\Oc2c(ccc(O)c2CN(C)C)C1=O | -0.6 | -25 | -53 | 1 | 13 | -38 | -31 | 7 | -7 | -2 | 11
Cc1c(NC(=O)C(C)OC(=O)[C@@H](NC(=O)c2ccccc2)C(C)C)c(=O)n(-c2ccccc2)n1C (stereo partly drawn) | -0.3 | -10 | 0 | -1 | -7 | -5 | -4 | 0 | -1 | 4 | 17

Entries above that have a nitro group on carbon, in the order listed:
SMILES | iPSC survival up | NR2E3 ag-1 | HIF-2a inh | NR2E3 ag-2 | MITF TRPM1 inh | CaV13 ICDI inh | Peg3 promoter | Cardio protect | m5-HT2A agonist | Shn3 3UTR inh | PDI turbidity
O=[N+]([O-])c1ccc2cn(-c3ccccc3)nc2c1 | 1.3 | -143 | -249 | 1 | -51 | -3 | -320 | -4 | -3 | -98 | -4
O=C1C(=O)N(Cc2cccnc2)C(c2cccc([N+](=O)[O-])c2)/C1=C(\O)c1ccc2c(c1)OCCO2 (stereo not drawn) | 0.1 | -2 | 13 | -2 | 7 | -3 | 1 | -1 | 6 | 3 | -10
CS(=O)(=O)N1CCN(c2ccc([N+](=O)[O-])cc2C(F)(F)F)CC1 | -0.3 | 2 | 20 | 1 | -1 | -4 | 4 | -11 | -3 | -33 | -4

An excerpt of these results, as a markdown table:
| SMILES | iPSC survival up | NR2E3 ag-1 | HIF-2a inh | NR2E3 ag-2 | MITF TRPM1 inh | CaV13 ICDI inh | Peg3 promoter | Cardio protect | m5-HT2A agonist | Shn3 3UTR inh | PDI turbidity |
| --- | --- | --- | --- | --- | --- | --- | --- | --- | --- | --- | --- |
| CCOC(=O)c1cc(C#N)c(SCc2cccc3ccccc23)nc1C | 1.3 | -13 | 5 | 3 | -3 | / | 6 | -15 | 1 | 25 | -10 |
| CC1(C)Cc2cccc(OCC(=O)N3CCN(c4ccccc4Cl)CC3)c2O1 | 1.0 | 20 | 20 | -3 | 11 | -7 | 24 | -3 | -7 | 28 | -12 |
| CCN(CC)c1ccc(NC(=O)c2ccc(Br)o2)c(C)c1 | 13 | -20 | -102 | -7 | -47 | -8 | -75 | 4 | -3 | -4 | 10 |
| CC(C)(C)c1ccc(OCC(=O)N/N=C/C2CC=CCC2)cc1 (stereo not drawn) | -0.6 | -32 | 10 | 1 | 6 | -2 | 3 | -14 | 1 | 9 | -5 |

High-throughput results: PubChem BioAssay, several laboratories

Compounds as they come; overall some 3.9% were active at least once.
